bCat nuc transl: beta-catenin nuclear translocation modulation; actives 0.3% (n = 190,000); nuclear translocation activity, % at 5 µM; HeLa beta-catenin nuclear translocation, immunofluorescence imaging;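 active means nuclear translocation activity above 50% at 5 µM, with a well cell count of 50 or more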;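 further: per-cell ratio of nuclear to cytoplasmic median beta-catenin stain intensity; plate controls were DMSO negative control for no effect and GSK-3 inhibitor IX positive control for full effect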
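Test system: human HeLa cells, native beta-catenin. Compound dosing: 5 µM primary single dose, 0.1% DMSO, 0.02–20 µM confirmation series. Incubation: compound exposure 24 h at 37°C. Detection: beta-catenin immunostaining with DAPI counterstain, 20x imaging, 6 fields/well. Read-out basis: Nuclear/cytoplasmic beta-catenin signal ratio, % activation.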
Ins promoter up: MIN6 insulin promoter up-regulation; z-score at 5 µM; actives 0.3% (n = 190,000); AID 1625; MIN6 insulin promoter-GFP reporter, high-content imaging; hits give high values;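 active means z-score above 3 at 5 µM with at least 500 cells counted in the well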
CSM14.1 death rescue: rescue of cells from ER stress-induced death, primary screen, 384-well, CSM14.1, thapsigargin, ATP luminescence (AID 1222); CSM14.1 thapsigargin-induced death rescue, ATP luminescence; higher % means a stronger effect; cellular ATP content (survival), % at 20 µM, or EC50 in µM where a hit was titrated; 190,000 tested, under 10 active;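 active means EC50 below 50 µM in the dose-response confirmation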;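 further: death triggered by thapsigargin at about 15 µM added after 2 h compound pretreatment; cell ATP read after overnight thapsigargin exposure of roughly 18 to 22 hours; normalized against plate controls of thapsigargin alone and 5% DMSO vehicle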
PhoP inhibition: PhoP-dependent GFP reporter repression – Salmonella Typhimurium, primary screen (AID 1863); actives 0.16% (n = 300,000); S. Typhimurium PhoP-regulated promoter GFP reporter, 4 h; higher % means a stronger effect; inhibition, % at 50 µM; hits with a dose series show IC50 in µM;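 active means inhibition over 29.93%, a cutoff 3 SD above the screen mean, later confirmed by dose response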;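 further: 0% = low Mg2+ inducing control and 100% = high Mg2+ repressing control; strong numbers were not always called active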
T cell HTS: T cell immune modulators affecting CD8 T cell-vesicle binding; calls only at 7 µM; 2C CD8+ T cell-vesicle binding, flow cytometry; hits give low values; actives 0.068% (n = 330,000);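 active means response, share of CD8 T cells binding vesicles, and their 90th percentile fluorescence all below set limits, cut at about 80% in these data, passing the limit was not always enough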
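Benchmarks: naked versus QL9-loaded vesicles / Assay system: purified 2C TCR transgenic mouse naive CD8+ T cells / Technique: high-throughput flow cytometry with anti-B7-1 and anti-CD8 staining / Timing: Cell–vesicle co-incubation 1.5 h at 37 °C, staining 20 min on ice / Read-out: percent CD8+ FL2 mean versus row control / Probe or stimulus: QL9-loaded Drosophila micro-vesicles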
Dynein cargo inh: dynein cargo transport inhibition; z-score, hits read low; actives 0.47% (n = 220,000); AID 1381; 3617.4 mouse cells, GR-EGFP nuclear translocation imaging; test concentration mostly 20 µM; stimulated with dexamethasone, 1 µM; hits give low values;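 active means plate z-score of nuclear minus cytoplasmic receptor signal below a set negative limit, without overly bright fluorescence or cell loss, cut at about -3.5 in these data, passing the limit was not always enough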;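 further: z-score of nuclear minus cytoplasmic ring GR-EGFP intensity difference per well; some compounds called inactive have numbers as strong as hits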
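Also added – dexamethasone, 1.0 µM final · Buffer or medium – tet-free, stripped-serum medium · Schedule – induction 48 h, compound 1 h, agonist 30 min · Detection – formaldehyde fixation, Hoechst nuclear stain, 10x automated fluorescence imaging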
Autophagy HCS: modulators of autophagy | MEF GFP-LC3 puncta imaging; test concentration mostly 10 µM | calls only at 10 µM (by protocol) | actives 0.98% (n = 190,000) | AID 463193;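 active means percentage of spot-positive cells more than 3 SD above its plate mean, without a fluorescence outlier flag or 80% toxicity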;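 further: spot-positive cell cutoff set from DMSO-treated cells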
Lipid droplet: modulators of hepatic lipid droplet formation; AML12 mouse hepatocytes, oleate lipid droplets, BODIPY imaging; inhibition, % at 6.5 µM; actives 0.4% (n = 240,000);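 active means lipid droplet intensity inhibited by at least 50%, with more than 500 cells counted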
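Material – AML12 mouse liver cells · Also added – oleate loading, 100 µM · Compound dosing – 6.5 µM single-point dosing · Times – overnight treatment with compound plus oleate · Measured by – fluorescence imaging, 20x objective, two fields per well · Read-out – percent inhibition of filter-corrected integrated lipid droplet intensity per well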
MT stabilizer: stabilizes microtubules in HeLa cells; % tubulin-high responders, % at 10 µM; actives 0.83% (n = 200,000); HeLa tubulin immunostaining HCS, 24 h; share of cells brighter than vehicle mean+2SD;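 active means plate Z-score above 3 for both tubulin-high and condensed-nucleus cell shares, with cell loss under 80%, at 10 µM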;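 further: anti alpha tubulin signal scored within the nucleus-defined area of each cell; some results filed as inactive read as strong as hits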
Dynein cargo inh cytoplasmic EGFP: also measured in Dynein cargo inh; calls as there; z-score; measured here: cytoplasmic GR-EGFP intensity; hits give high values
Dynein cargo inh nuclear GR-EGFP: further read-out of Dynein cargo inh, marked with its call; z-score; measured here: nuclear GR-EGFP intensity;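 lower value marks the stronger effect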
Dynein cargo inh cell count: further read-out of Dynein cargo inh, marked with its call; z-score; measured here: cell count per field
Ins promoter up cell count: further read-out of Ins promoter up, marked with its call; cell count; measured here: cytotoxicity, nuclei count;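 total cells summed across four imaged fields per well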
Lipid droplet cells 6.5 µM: recorded beside Lipid droplet, whose call it bears; cell count; measured here: cell count, cytotoxicity flag;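 cells counted across two imaged fields per well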
bCat nuc transl cell count 5 µM: second read-out of bCat nuc transl, no call of its own (marks repeat the call); cell count; measured here: cell count, cytotoxicity flag
T cell HTS vesicle-bound %: second read-out of T cell HTS, no call of its own (marks repeat the call); double positive events, %; measured here: CD8+ vesicle-bound cell fraction;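 binding gate set so that unloaded-vesicle control wells show 10% double positive cells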
MT stabilizer Hoechst-high %: second read-out of MT stabilizer, no call of its own (marks repeat the call); % Hoechst-high responders; measured here: nuclear condensation Hoechst responders;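 share of cells brighter than vehicle mean plus two SD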
MT stabilizer cytotoxicity %: further read-out of MT stabilizer, marked with its call; toxicity, %; measured here: cytotoxicity by cell density;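 0% = mean cell density of plate MIN control wells and 100% = no cells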
Autophagy HCS cell loss 18 h: also measured in Autophagy HCS; calls as there; toxicity, %; measured here: cell loss, nuclei count;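 cell loss after 18 h compound exposure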
* hit, by the source's call; i = inactive; x = not tested or not shown. Compounds were not picked by outcome, and some 3% of all compounds hit somewhere here.

Every second line gives: bCat nuc transl | bCat nuc transl cell count 5 µM | Ins promoter up | Ins promoter up cell count | CSM14.1 death rescue | PhoP inhibition | T cell HTS | T cell HTS vesicle-bound % | Dynein cargo inh | Dynein cargo inh cytoplasmic EGFP | Dynein cargo inh nuclear GR-EGFP | Dynein cargo inh cell count | Autophagy HCS | Autophagy HCS cell loss 18 h | Lipid droplet | Lipid droplet cells 6.5 µM | MT stabilizer | MT stabilizer Hoechst-high % | MT stabilizer cytotoxicity %
1. CN1CC(=O)NC1=NC(=O)c1cc(F)c(F)cc1Cl
→ 1.2 | 1079 | 0.01 | 1127 | -1.1% | -0.1% | i | 44.5 | 0.169 | -0.347 | 0.308 | 0.0251 | i | -6.5 | x | x | 5.7 | 2.7 | 8.5
2. Cn1cc(CN2CCN(Cc3ccc4c(c3)OCO4)CC2)c(-c2ccccc2F)n1
→ -0.8 | 1136 | -0.24 | 1497 | -1.3% | -8.4% | i | 32.1 | -1.11 | 0.188 | -0.633 | 1.06 | i | -0.3 | -5.0 | 723 | 2.3 | 1.0 | 8.5
3. COc1cc(/C=C(/C#N)C(=O)Nc2ccccc2)c(Br)cc1OCc1ccc(C(=O)O)cc1
→ 0.6 | 1261 | x | x | x | x | i | 17.1 | 1.1 | -0.242 | 1.06 | -0.203 | x | x | -6.3 | 778 | x | x | x
4. COC(=O)C(CC(C)C)N1CCC(=O)c2ccccc2S1(=O)=O (stereo unspecified)
→ -0.8 | 1155 | -0.1 | 1112 | x | -2.5% | i | 39.5 | -1.31 | -0.808 | -0.546 | 0.308 | x | x | 10.3 | 734 | x | x | x
5. CCOC(=O)CSc1nnc(-c2ccc(S(=O)(=O)N3CCOCC3)cc2)n1-c1ccccc1
→ 0.7 | 940 | 0.01 | 1740 | -0.2% | 3.7% | i | 43.2 | 1.4 | -0.104 | -0.0211 | -0.0971 | i | 11.8 | -7.2 | 684 | 3.9 | 1.4 | 2.4
6. CCC(=NCc1ccccc1)c1c(C(F)(F)F)[nH]n(-c2nc3ccccc3s2)c1=O
→ x | x | -0.18 | 920 | -0.8% | 2.7% | i | 29.3 | 0.165 | -0.28 | 0.233 | -0.274 | i | -11.1 | 0.6 | 811 | 1.6 | 0.9 | 9.2
7. COc1ccc(N2C(=O)CC(N3CCC(C(N)=O)CC3)C2=O)cc1 (stereo unspecified)
→ -1.7 | 1125 | 0.2 | 1711 | -2.6% | 3.8% | i | 52.0 | 0.491 | -0.263 | 0.288 | 0.0254 | i | 2.9 | -8.5 | 744 | 2.8 | 2.7 | 6.0
8. C=CCSc1nnc(Cc2cc(=O)[nH]c(=O)[nH]2)n1-c1cc(C)ccc1C
→ 2.0 | 1438 | -0.16 | 1344 | -1.3% | -1.0% | i | 36.7 | 0.286 | -0.219 | 0.295 | -0.725 | i | -2.5 | x | x | 2.1 | 1.4 | 6.8
9. COc1ccc(Cl)c(NC(=O)Nc2c(C)n(-c3ccccc3)c(=O)n2C)c1
→ -3.9 | 1150 | 0.41 | 1254 | -2.7% | -0.6% | i | 58.3 | 0.992 | -0.232 | 0.689 | -0.235 | i | -4.1 | -0.3 | 769 | 1.7 | 1.7 | 8.0
10. C=CCc1cccc2cc(C(=O)Nc3ccc(S(=O)(=O)Nc4nnc(CC)s4)cc3)c(=O)oc12
→ -1.6 | 1067 | -0.06 | 1513 | -2.1% | -20.1% | i | 33.5 | -0.281 | -0.258 | -0.388 | 0.251 | i | 2.4 | 0.5 | 607 | 2.6 | 4.1 | 4.7
11. CCCn1c(CCC(=O)O)ccc1-c1ccccc1
→ -0.2 | 525 | x | x | -0.1% | 6.1% | i | 55.2 | -0.478 | -0.184 | -0.12 | 0.197 | i | 25.6 | -0.3 | 694 | 2.8 | 1.1 | 4.9
12. O=C(NCCN1CCN(C(=O)c2cccs2)CC1)c1cccs1
→ x | x | x | x | x | 0.8% | i | 11.4 | -0.244 | -0.202 | -0.144 | 0.495 | i | -1.7 | -14.2 | 712 | 3.1 | 1.9 | 3.3
13. O=C(N/N=C/c1cc(Cl)cc([N+](=O)[O-])c1O)NC12CC3CC(CC(C3)C1)C2
→ 0.3 | 1088 | x | x | -0.1% | 13.3% | i | 41.9 | 0.313 | -0.31 | -0.0366 | -0.0477 | i | -1.4 | 4.4 | 596 | 4.6 | 3.6 | 5.0
14. CC1=NN(C(=O)COc2ccccc2C)C(O)(c2ccc(Cl)cc2)C1 (stereo unspecified)
→ -1.4 | 1077 | -0.21 | 1511 | -3.1% | 1.6% | i | 11.3 | 1.12 | -0.0959 | 0.549 | -1.01 | i | 12.8 | -4.1 | 671 | 1.9 | 3.2 | 9.6
15. Cc1[nH][nH]c(=O)c1C(c1ccc([N+](=O)[O-])cc1)c1c(C)[nH][nH]c1=O
→ -2.0 | 1038 | 0.31 | 1405 | x | -2.2% | i | 62.9 | 1.57 | -0.178 | 0.498 | -0.356 | x | x | -12.1 | 750 | x | x | x
16. COc1cc(OC)cc(C(=O)NC(=S)N2CCN(c3ccc(C(F)(F)F)cc3[N+](=O)[O-])CC2)c1
→ 2.3 | 1356 | 0.94 | 1090 | -1.6% | 14.2% | i | 29.3 | 0.416 | -0.197 | 0.781 | 0.352 | i | 12.0 | x | x | 3.5 | 1.2 | 7.7
17. O=C(Nc1cccc(-c2csc(Nc3ccc(Cl)cc3)n2)c1)c1cc([N+](=O)[O-])cc(C(F)(F)F)c1
→ -2.1 | 1358 | -2.26 | 759 | x | -8.0% | i | 28.3 | -0.355 | -0.744 | -0.12 | -0.382 | x | x | 22.7 | 675 | x | x | x
18. CC12CCC(C(=O)N(CC(O)CN3CCCCCC3)C1=O)C2(C)C (stereo unspecified)
→ -0.2 | 898 | 0.85 | 1295 | 2.9% | -1.9% | i | 63.3 | -0.155 | -0.262 | -0.0608 | 0.458 | i | 27.1 | 40.4 | 668 | 3.0 | 1.5 | 8.5
19. O=C(CCSCc1ccccc1Cl)NC1CCCC1
→ -1.0 | 1096 | -0.24 | 1391 | -1.2% | -0.3% | i | 8.4 | 1.38 | -0.266 | 1.7 | -0.499 | i | -5.4 | 7.5 | 604 | 2.9 | 2.0 | 5.7
20. COc1ccccc1C(C[N+](=O)[O-])c1c(N)n(C)c(=O)n(C)c1=O (stereo unspecified)
→ 0.4 | 1351 | -0.82 | 754 | x | 2.0% | i | 51.0 | -3.54* | 0.444* | -1.29* | -0.338* | x | x | -2.2 | 648 | x | x | x
21. C=CCn1c(SCC(=O)NCC2CCCO2)nnc1-c1ccccc1 (stereo unspecified)
→ -2.1 | 1029 | 0.72 | 1562 | 1.9% | 3.5% | i | 58.7 | -0.341 | -0.267 | -0.176 | 0.519 | i | -31.6 | 1.0 | 705 | 1.6 | 1.7 | 5.3
22. CCn1c(SCC(=O)Nc2nc(-c3ccc(C)cc3)cs2)nnc1-c1ccccc1
→ x | x | -0.33 | 937 | -1.4% | 17.5% | i | 46.3 | -0.375 | -0.0697 | 0.0127 | 0.499 | i | -3.0 | 6.7 | 774 | 1.6 | 1.6 | 7.8
23. CC(=O)Nc1ccc(C(=O)N/N=C/c2ccncc2)cc1
→ -1.2 | 584 | x | x | -1.8% | 3.2% | i | 50.7 | 1.25 | -0.121 | 0.872 | -0.858 | i | 12.5 | -9.5 | 697 | 1.5 | 1.3 | 4.8
24. O=C(Cc1ccccc1)N/N=C/c1ccc(OC(=O)/C=C\c2ccco2)cc1
→ 3.1 | 1029 | x | x | 0.0% | 3.4% | i | 5.3 | -0.497 | -0.177 | -0.0184 | 0.428 | i | 1.8 | -3.7 | 708 | 3.0 | 3.0 | 10.9
25. Nc1cc(OC(=O)c2ccccc2Br)nn1S(=O)(=O)c1ccccc1
→ -2.2 | 1082 | 1.18 | 1246 | -6.1% | 13.2% | i | 53.9 | -0.901 | 0.0231 | -0.266 | 0.0456 | i | 3.1 | x | x | 3.3 | 2.2 | 2.3
26. COCCCN1C(=O)c2ccccc2C1C(=O)NC1CCCCCC1 (stereo unspecified)
→ -4.2 | 956 | 0.66 | 1353 | -1.1% | -0.9% | i | 29.3 | -0.77 | -0.114 | -0.0215 | 0.995 | i | 7.1 | x | x | 3.2 | 2.8 | 6.1
27. C/C(=N\NC(=O)C1CC1c1ccccc1)c1ccc(C)s1 (stereo unspecified)
→ 2.1 | 1404 | -0.35 | 1552 | -1.0% | -13.4% | i | 50.4 | -0.56 | -0.184 | 0.186 | 0.965 | i | 8.6 | x | x | 3.9 | 2.0 | 8.1
28. COc1cc(/C=N/NC(N)=S)ccc1OCc1ccc(C)cc1
→ x | x | -0.13 | 1393 | -1.9% | -13.3% | i | 60.4 | -0.827 | -0.319 | -0.512 | 0.502 | i | -5.1 | 10.2 | 605 | 3.8 | 2.9 | 1.6

Assay outcomes: PubChem, several laboratories
